# Screens deposited in PubChem by National Center for Advancing Translational Sciences (NCATS).
# p53 reactivation = re-activators of mutant p53 | 0.063% of 320,000 active | H1299 p53-A138V BP100-luciferase reporter, luminescence, 24 h | Potency, µM (titrated, usually from 92.2 µM), without a hit: at the top dose activity change, positive = activation, most hits filed as activators; also: % of control where 0% means no effect; nearly all actives have a fitted effect of over 45% in size
#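 p53-null H1299 cells stably carrying temperature-sensitive p53-A138V and a BP100-luciferase reporter were pinned with compounds (4-point, 1:5 series) and held 24 hrs at 37 deg C. Luminescence was read 10 min after detection reagent.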
# MBNL1 CUG block = blocks human MBNL1 binding to CUG repeat RNA. Q9NR56. TR-FRET MBNL1-His/biotin-(CUG)12 binding, 665/545 ratio. Potency, µM (titrated, usually from 57.5 µM), without a hit: top-dose activity change, negative = inhibition, most hits filed as inhibitors. 0.036% of 280,000 active; active = well fitted inhibition curve with a large enough effect in the signal ratio, with a control signal flat, not every such curve was filed as active; inconclusive = small, poorly fitted or top-dose-only effect, or effect the other way, or a change in a side signal; inactive = no such curve, though single readings can be large or run the other way; the % refers to the signal ratio; also: % is scaled to controls: 0 for no effect and ±100 for the full control effect
# Target sequence (Q9NR56 whole entry, looked up): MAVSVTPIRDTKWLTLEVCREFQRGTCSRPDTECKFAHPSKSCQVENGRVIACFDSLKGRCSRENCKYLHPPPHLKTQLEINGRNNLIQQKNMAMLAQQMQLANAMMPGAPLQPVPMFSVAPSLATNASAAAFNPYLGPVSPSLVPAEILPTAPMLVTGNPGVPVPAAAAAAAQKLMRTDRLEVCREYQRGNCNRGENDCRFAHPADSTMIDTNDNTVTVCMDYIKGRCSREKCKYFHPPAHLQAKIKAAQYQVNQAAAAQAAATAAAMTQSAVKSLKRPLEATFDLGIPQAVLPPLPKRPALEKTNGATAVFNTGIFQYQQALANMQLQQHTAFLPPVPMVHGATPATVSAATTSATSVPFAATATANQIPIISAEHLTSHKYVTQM
#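 His-tagged MBNL1 binding to biotinylated (CUG)12 RNA was measured by TR-FRET using terbium anti-His antibody (0.055 ng/ul final) and streptavidin-XL665 (5 nM final). Compounds were titrated 92 nM to 58 uM; 60 min at room temperature.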
# RORg inh = blocks mouse ROR gamma transcriptional activity; Potency, µM (highest dose often 53.6 µM), without a hit: at the highest dose activity change, negative = inhibition, actives largely listed as inhibitors; P51450; 5.4% of 310,000 active; Drosophila S2 Gal4-RORgamma UAS-luciferase reporter, 20 h; also: % is scaled to controls: 0 for no effect and ±100 for the full control effect; nearly all actives have a fitted effect of over 60% in size
#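 ROR gamma transcriptional activity was tracked as Gal4-UAS luciferase output in stably transfected Drosophila Schneider cells, with compound added 1 hr before 700 uM copper sulfate induction and a 20 hr ambient-temperature incubation.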
# ELG1 genotoxic = inducers of genotoxicity in HEK293T ELG1-luciferase cells | HEK293T ELG1-luciferase reporter, luminescence, 16 h | Potency, µM (top dose mostly 46 µM), inactives show top-dose activity change, positive = activation, usual class: activators | 1.3% of 330,000 active | AID 504466; also: % of control where 0% means no effect; nearly all actives have a fitted effect of over 60% in size
#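 ELG1-luciferase HEK293T cells, 2,000/well; compound pinned in; 16 hr, 37 °C, 5% CO2; ONE-Glo, 30 min RT; luminescence on CCD imager.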
# FLuc modulator = firefly luciferase modulation, counter-screen for miR-21 project; P08659; purified FLuc, Km substrates, luminescence inhibition; Potency, µM (highest dose often 57.5 µM), for the others: at the highest dose activity change, negative = inhibition, usual class: inhibitors; 6.9% of 360,000 active; AID 588342;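 also: plate controls were vehicle for no effect and reference inhibitor for full effect; nearly all actives have a fitted effect of over 55% in size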
# Target sequence (P08659 whole entry, looked up): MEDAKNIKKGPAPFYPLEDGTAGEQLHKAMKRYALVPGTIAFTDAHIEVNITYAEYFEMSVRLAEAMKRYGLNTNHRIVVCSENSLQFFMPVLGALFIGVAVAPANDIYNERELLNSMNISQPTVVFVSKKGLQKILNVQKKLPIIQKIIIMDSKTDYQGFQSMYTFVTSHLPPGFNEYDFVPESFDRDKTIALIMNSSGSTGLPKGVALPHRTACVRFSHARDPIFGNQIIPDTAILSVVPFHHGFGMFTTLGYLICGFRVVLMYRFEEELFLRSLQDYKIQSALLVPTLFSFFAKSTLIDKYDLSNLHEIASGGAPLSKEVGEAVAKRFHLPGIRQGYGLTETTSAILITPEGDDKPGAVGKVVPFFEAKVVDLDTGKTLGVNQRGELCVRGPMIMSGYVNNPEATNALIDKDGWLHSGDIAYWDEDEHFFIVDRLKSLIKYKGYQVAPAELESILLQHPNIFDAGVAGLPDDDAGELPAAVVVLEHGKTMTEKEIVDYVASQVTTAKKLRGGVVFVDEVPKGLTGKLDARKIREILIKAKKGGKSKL
#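 Purified P. pyralis luciferase (10nM final) with 10uM D-luciferin and 10uM ATP (Km levels) in 50mM Tris acetate pH 7.5, 10mM Mg acetate, 0.01% Tween-20, 0.05% BSA; qHTS 6-point titration, ~60 µM downward; luminescence read.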
# Gal4-VP16 FLuc = counter-screen for ROR gamma inhibitors: Gal4-VP16 reporter | Drosophila S2 Gal4-VP16 UAS-luciferase, luminescence, 20 h | Potency, µM (titrated, usually from 53.6 µM), for the others: top-dose activity, negative = inhibition, usual class: inhibitors | 3.5% of 310,000 active | AID 2546;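 also: Gal4-VP16 expression switched on by copper sulfate through the metallothionein promoter; % is scaled to controls: 0 for no effect and ±100 for the full control effect; nearly all actives have a fitted effect of over 50% in size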
# uPA surface inh = blocks generation of uPA at the cell surface; cell surface uPA generation assay, qHTS; Potency, µM (doses to about 38.3 µM), for inactives: at the top dose activity change, negative = inhibition, usual class: inhibitors; 0.31% of 330,000 active; AID 540303; active = well fitted inhibition curve with a large enough effect; inconclusive = small, poorly fitted or top-dose-only effect; inactive = no such curve, though single readings can be large or run the other way; tested in mouse RAW 264.7 cells; also: % is scaled to controls: 0 for no effect and ±100 for the full control effect; nearly all actives have a fitted effect of over 55% in size
# BRCA1 expr up = BRCA1 expression activation. MCF7-BRCA1-FFLuc reporter, luminescence, 48 h; response scale: scaled: vehicle 0%, 10 µM genistein 100%. Potency, µM (highest dose often 46.1 µM), for inactives: at the highest dose activation, actives largely listed as activators. 1.1% of 380,000 active; also: nearly all actives have a fitted effect of over 80% in size; some results filed as inactive show a strong effect at the top dose
#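 Using MCF7 cells harboring a BRCA1 firefly luciferase reporter, plated 2 h before compound pinning, the screen measured luminescence after 48 h incubation. Responses were normalized to DMSO and 10 microM genistein, then fitted for concentration-effect.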
# NPC1 promoter act = activators of NPC1 promoter; Huh7 NPC1 promoter luciferase reporter, 24 h; Potency, µM (titrated, usually from 9.22 µM), without a hit: at the top dose activation, actives largely listed as activators; 2.4% of 320,000 active;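 also: % of control where 0% means no effect; nearly all actives have a fitted effect of over 60% in size; reporter is driven by a mutant NPC1 promoter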
#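 NPC1 promoter–luciferase Huh7 cells; 24 h compound; luminescence.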
# Rab9 promoter act = activators of Rab9 promoter; Huh7 Rab9 promoter-luciferase reporter, luminescence, 24 h; Potency, µM (doses to about 9.22 µM), without a hit: at the highest dose activation, negative = inhibition, hits mostly activators; 2.8% of 320,000 active; AID 485297; also: % of control where 0% means no effect; nearly all actives have a fitted effect of over 60% in size
#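 Measured in stably transfected Huh7 cells bearing a Rab9 promoter–luciferase construct: 24 h compound treatment at 37 °C, followed by luminescence detection.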
# The depositor's hits bear a star; ? = inconclusive; nt = no result given; [ ] = dose if it differs, or a comment. Unless noted, calls follow the shape of the dose curve; as a rule, active = well fitted curve in the direction sought with a large enough effect; inconclusive = small, poorly fitted or top-dose-only effect, or another doubt; inactive = no such curve, though single readings can be large; an effect the other way counts as inactive or inconclusive. Potency is read from the fitted curve at half-maximal effect.
(1) CCc1noc(C)c1C(=O)N(C)CC(=O)Nc1ccccc1Br
(2) CCOC(=O)C1CN(S(=O)(=O)c2ccc(C)cc2)c2ccccc2O1 (stereo not drawn)
(3) O=C(CN1CCN(c2ccc(F)cc2)CC1)N1N=CCC1c1ccccc1 (stereo not drawn)
(4) CC1(C)CC(=O)C2=C(C1)Nc1[nH]c(=S)[nH]c(=O)c1C2c1ccccc1 (stereo not drawn)
(5) CC(=O)N1CCN(C(=O)c2cccc(S(=O)(=O)N3CCN(c4ccccc4)CC3)c2)CC1

Screen / compound no.	1	2	3	4	5
NPC1 promoter act	-2%	6%	2%	-5%	-2%
uPA surface inh	0%	3%	-3%	-3%	-3%
MBNL1 CUG block	nt	-5%	8%	3%	nt
Rab9 promoter act	1%	0%	-1%	-1%	1%
FLuc modulator	4%	-4%	-1%	7%	nt
ELG1 genotoxic	-7%	-2%	-5%	-5%	1%
p53 reactivation	-1%	-8%	-6%	-11%	-1%
Gal4-VP16 FLuc	nt	2%	0%	-4%	nt
RORg inh	nt	34%	14%	-12%	nt
BRCA1 expr up	28%	-18%	-2%	-14%	6%

# Overlap with the part before: 2 compounds, followed by the next part.
(4) CC1(C)CC(=O)C2=C(C1)Nc1[nH]c(=S)[nH]c(=O)c1C2c1ccccc1 (stereo not drawn)
(5) CC(=O)N1CCN(C(=O)c2cccc(S(=O)(=O)N3CCN(c4ccccc4)CC3)c2)CC1
(6) COc1cccc(NC(=S)N(CCc2c(C)[nH]c3ccccc23)Cc2ccco2)c1
(7) COc1cccc(/C=N/c2nc3ccccc3[nH]2)c1O
(8) C=CCc1ccc(OCCCN2CCCC(C)C2)c(OC)c1 (stereo not drawn)
(9) CCCCNC(=O)c1onc(CSc2ccccc2)c1C(=O)NCCCC
(10) CCOc1ccc(-n2c(O)cc(=O)[nH]c2=O)cc1

Screen / compound no.	4	5	6	7	8	9	10
NPC1 promoter act	-5%	-2%	-3%	-3%	1%	-1%	2%
uPA surface inh	-3%	-3%	?	9%	0%	3%	17%
MBNL1 CUG block	3%	nt	-13%	-5%	2%	nt	-4%
Rab9 promoter act	-1%	1%	-4%	-1%	0%	-2%	-3%
FLuc modulator	7%	nt	?	19µM*	-5%	0%	3%
ELG1 genotoxic	-5%	1%	-9%	11%	0%	1%	-1%
p53 reactivation	-11%	-1%	9%	13%	4%	9%	7%
Gal4-VP16 FLuc	-4%	nt	?	-26%	-3%	nt	6%
RORg inh	-12%	nt	11µM*	?	-11%	nt	7%
BRCA1 expr up	-14%	6%	-29%	-12%	-8%	-3%	21%

(11) Cc1ccc(S(=O)(=O)NCC(=O)OCCOc2ccccc2F)cc1
(12) CC(C)c1ccc(OCC(=O)NNC(=S)NC(=O)c2cccs2)c(Br)c1
(13) CCOc1ccc2[nH]c(=O)c(C(c3nnnn3C3CCCCC3)N3CCN(CC)CC3)cc2c1 (stereo not drawn)
(14) CC1(C)CC(NC(=O)Nc2ccc([N+](=O)[O-])cc2)CC(C)(C)N1
(15) COc1ccc(Nc2c3ccccc3nc3ccccc23)cc1

Screen / compound no.	11	12	13	14	15
NPC1 promoter act	nt	1%	-5%	-2%	-22%
uPA surface inh	-2%	6%	nt	8%	-13%
MBNL1 CUG block	nt	-5%	14%	?	?
Rab9 promoter act	nt	-2%	0%	-4%	-14%
FLuc modulator	nt	0%	6%	1%	-5%
ELG1 genotoxic	3%	0%	16%	-6%	?
p53 reactivation	-1%	1%	2%	-4%	nt
Gal4-VP16 FLuc	nt	-1%	-1%	8%	nt
RORg inh	nt	13%	-2%	-6%	nt
BRCA1 expr up	3%	-52%	-14%	-18%	-19%

(16) COc1cc(OC)cc(C(=O)NC(=S)Nc2nnn(C)n2)c1
(17) O=C(OC1CCCCC1=O)c1cc(Cl)ccc1[N+](=O)[O-] (stereo not drawn)
(18) CCN(C(=O)COC(=O)C1CCN(S(=O)(=O)c2ccc(C)c(C)c2)CC1)C1CCCCC1
(19) O=C(CSc1ncnc2c1cnn2Cc1ccccc1)Nc1ccc2c(c1)OCCO2
(20) Cc1oc(S(=O)(=O)N(C)C)cc1C(=O)Nc1ccc(F)cc1

Screen / compound no.	16	17	18	19	20
NPC1 promoter act	-1%	0%	-1%	0%	0%
uPA surface inh	-1%	-2%	2%	5%	-8%
MBNL1 CUG block	-6%	?	nt	1%	-2%
Rab9 promoter act	2%	0%	1%	-2%	-2%
FLuc modulator	5%	4%	-1%	6%	-1%
ELG1 genotoxic	2%	-1%	-2%	-7%	-3%
p53 reactivation	6%	15%	-6%	-9%	-1%
Gal4-VP16 FLuc	25µM*	-1%	nt	?	14%
RORg inh	?	0%	nt	-35%	27%
BRCA1 expr up	-12%	-26%	5%	25%	-5%

# Another view of some results above:
# Each structure is followed by: NPC1 promoter act	uPA surface inh	MBNL1 CUG block	Rab9 promoter act	FLuc modulator	ELG1 genotoxic	p53 reactivation	Gal4-VP16 FLuc	RORg inh	BRCA1 expr up
11. Cc1ccc(S(=O)(=O)NCC(=O)OCCOc2ccccc2F)cc1
 : nt	-2%	nt	nt	nt	3%	-1%	nt	nt	3%
12. CC(C)c1ccc(OCC(=O)NNC(=S)NC(=O)c2cccs2)c(Br)c1
 : 1%	6%	-5%	-2%	0%	0%	1%	-1%	13%	-52%
13. CCOc1ccc2[nH]c(=O)c(C(c3nnnn3C3CCCCC3)N3CCN(CC)CC3)cc2c1 (stereo not drawn)
 : -5%	nt	14%	0%	6%	16%	2%	-1%	-2%	-14%
14. CC1(C)CC(NC(=O)Nc2ccc([N+](=O)[O-])cc2)CC(C)(C)N1
 : -2%	8%	?	-4%	1%	-6%	-4%	8%	-6%	-18%
15. COc1ccc(Nc2c3ccccc3nc3ccccc23)cc1
 : -22%	-13%	?	-14%	-5%	?	nt	nt	nt	-19%
16. COc1cc(OC)cc(C(=O)NC(=S)Nc2nnn(C)n2)c1
 : -1%	-1%	-6%	2%	5%	2%	6%	25µM*	?	-12%
17. O=C(OC1CCCCC1=O)c1cc(Cl)ccc1[N+](=O)[O-] (stereo not drawn)
 : 0%	-2%	?	0%	4%	-1%	15%	-1%	0%	-26%
18. CCN(C(=O)COC(=O)C1CCN(S(=O)(=O)c2ccc(C)c(C)c2)CC1)C1CCCCC1
 : -1%	2%	nt	1%	-1%	-2%	-6%	nt	nt	5%

# (list continues)
(21) O=C(CNC(=O)c1ccccc1)Nc1ccsc1C(=O)O
(22) CC(=O)Nc1ccc(S(=O)(=O)Nc2nc3ccccc3nc2N2CCCC2)cc1
(23) CC1CCc2c(sc(NC(=O)CCC(=O)O)c2C(=O)NC2CC2)C1 (stereo not drawn)
(24) O=C(NCC(=O)N1CCN(c2ccccc2O)CC1)c1ccco1
(25) CCOc1ccccc1NC(=O)Cc1c(F)cccc1Cl

Screen / compound no.	21	22	23	24	25
NPC1 promoter act	-4%	-3%	2%	26%	-4%
uPA surface inh	1%	-2%	0%	1%	6%
MBNL1 CUG block	-13%	20%	0%	-3%	-8%
Rab9 promoter act	-1%	1%	-4%	17%	-1%
FLuc modulator	-8%	3%	-18%	-19%	0%
ELG1 genotoxic	0%	3%	7%	14%	0%
p53 reactivation	0%	13%	-4%	23%	8%
Gal4-VP16 FLuc	-12%	nt	-8%	?	7%
RORg inh	10%	6%[0.365 µM]	4%	21%	6%
BRCA1 expr up	-7%	29%	-11%	20%	-2%
